GPR35 antagonists: GPR35 antagonists blocking zaprinast-driven arrestin recruitment, primary screen, imaging, U2OS, beta-arrestin-GFP, zaprinast agonist (AID 2058); 290,000 compounds, 0.052% hits; U2OS GPR35 beta-arrestin-GFP translocation imaging, zaprinast antagonism; higher % means a stronger effect; one-dose inhibition, % at 10 µM; IC50 in µM for titrated hits;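 active = inhibition of at least 50% with at least 30 cells and total cytoplasm GFP at most 10,000,000; inconclusive = under 30 cells or total GFP of 10,000,000 plus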
ER stress rescue: rescue of cells from ER stress-induced death, primary screen, 384-well, CSM14.1, thapsigargin, ATP luminescence (AID 1222) | cellular ATP content (survival), % at 20 µM, or EC50 in µM where a hit was titrated | 190,000 tested, under 10 active | CSM14.1 thapsigargin-induced death rescue, ATP luminescence; higher % means a stronger effect;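 active = EC50 below 50 µM in the dose-response confirmation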;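 also: death triggered by thapsigargin at about 15 µM added after 2 h compound pretreatment; cell ATP read after overnight thapsigargin exposure of roughly 18 to 22 hours; normalized against plate controls of thapsigargin alone and 5% DMSO vehicle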
Salmonella PhoP GFP: inhibitors of PhoP regulon expression, primary screen, Salmonella Typhimurium, GFP reporter (AID 1863); 300,000 compounds, 0.16% hits; inhibition, % at 50 µM; hits with a dose series show IC50 in µM; S. Typhimurium PhoP-regulated promoter GFP reporter, 4 h; higher % means a stronger effect;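 active = inhibition over 29.93%, a cutoff 3 SD above the screen mean, later confirmed by dose response; inconclusive = inhibition over 29.93% but no dose response follow-up; inactive = inhibition at most 29.93% or unconfirmed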;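 also: 0% = low Mg2+ inducing control and 100% = high Mg2+ repressing control; strong numbers were not always called active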
Large T inhibition: SV40 large T antigen inhibitors, biochemical (AID 1903); SV40 large T antigen ATPase/helicase inhibition assay; higher % means a stronger effect; one-dose inhibition, % at 20 µM; IC50 in µM for titrated hits; 310,000 compounds, 0.39% hits; in the data active = a potency from the dose series; inconclusive = inhibition mostly from about 32% at the one dose, without a potency; inactive = the rest, 99 in 100 with inhibition below about 32%; also: strong numbers were not always called active
MgcRacGAP inhibition: MgcRacGAP GTPase-activating activity inhibitors, confirmation, biochemical, ADP Hunter fluorescence; Rac GTPase-activating protein 1 (Homo sapiens); MgcRacGAP-stimulated Rac1 GTP hydrolysis, ADP Hunter fluorescence; higher % means a stronger effect; GST-tagged Rac1 F28L mutant substrate; one-dose inhibition, % at 30 µM; IC50 in µM for titrated hits; 340,000 compounds, 0.6% hits;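 active = first-screen hits whose inhibition reached a set limit at any dose in the follow-up dose series; inconclusive = inhibition above the set first-screen limit but never retested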;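 also: fluorescence reports GDP produced by GAP-driven GTP hydrolysis; strong numbers were not always called active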
West Nile virus CPE: West Nile virus antiviral activity, cell-based, CPE readout (AID 1621). West Nile virus-infected cells, CPE inhibition; higher % means a stronger effect. one-dose CPE inhibition, % at 10 µM; IC50 in µM for titrated hits. 290,000 compounds, 0.02% hits; in the data active = a potency from the dose series; inconclusive = CPE inhibition mostly from about 3.7% at the one dose, without a potency; inactive = the rest, 99 in 100 with CPE inhibition below about 2.2%; also: strong numbers were not always called active
LYP inhibition: inhibitors of LYP phosphatase, biochemical, fluorescence intensity, uHTS (AID 1779); inhibition, % at 11.5 µM, or IC50 in µM where a hit was titrated; 290,000 compounds, 0.054% hits; recombinant LYP phosphatase, fluorescence intensity; higher % means a stronger effect; Tyrosine-protein phosphatase non-receptor type 22 (Homo sapiens); in the data active = inhibition above about 50%;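 also: plate controls were vehicle with enzyme for no effect and no enzyme for full effect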
NS5 inhibitors: Dengue-2 NS5 methyltransferase inhibitors, primary screen, biochemical, confirmation dose response (AID 588689); Dengue-2 NS5 methyltransferase capping enzyme assay, biochemical; higher % means a stronger effect; 340,000 compounds, 0.3% hits; one-dose inhibition, % at 25 µM; IC50 in µM for titrated hits; Genome polyprotein (Dengue virus type 2 (strain 16681-PDK53)); in the data active = a potency from the dose series; inconclusive = inhibition above about 29% without an active follow-up result
RSV CPE inhibition: RSV antiviral activity via CPE protection, HEp-2 cells, primary 10 µM value included (AID 2391) | HEp-2 cells, RSV-induced CPE inhibition; higher % means a stronger effect | 310,000 compounds, 0.13% hits | CPE inhibition, % at 10 µM; hits with a dose series show IC50 in µM; in the data active = a potency from the dose series; inconclusive = CPE inhibition mostly from about 23% at the one dose, without a potency; inactive = the rest, 99 in 100 with CPE inhibition below about 21%; also: strong numbers were not always called active
NS5 inhibitors pilot replicate: further read-out of NS5 inhibitors, marked with its call; inhibition, %; measured here: pilot screen replicate inhibition
* marks the source's active call; other numbers are inactive results; ? = inconclusive; / = no result given.

SMILES	GPR35 antagonists	ER stress rescue	Salmonella PhoP GFP	Large T inhibition	MgcRacGAP inhibition	West Nile virus CPE	LYP inhibition	NS5 inhibitors	RSV CPE inhibition	others
Cc1ccc2nc(-c3ccccc3)cc(C(=O)N3CCN(c4ccccc4O)CC3)c2c1	/	/	-7%	16%	1%	/	/	-4%	?
Cc1ccc(NC(=O)CN(C)C(=O)c2cccnc2Nc2cccc(C(F)(F)F)c2)cc1	-24%	/	-1%	23%	8%	2.3%	10%	-4%	-1.5%
COc1cc(/C=N/NC(N)=O)c(Br)cc1OCC(=O)Nc1ccccc1C	7%	1.7%	-6%	10%	9%	0.1%	-1%	2%	2.4%
Cc1ccc(S(=O)(=O)N2CCCC2C(=O)Nc2ccc(O)cc2)cc1 (centres undefined)	11%	/	-9%	20%	25%	-0.5%	-7%	-5%	1.3%
COCCn1c(SCC(=O)Nc2nnc(C)s2)nnc1-c1cc2ccccc2cc1O	7%	-1.2%	1%	9%	7%	0.0%	-8%	-3%	0.2%
Cc1ccc(C)c(NC(=S)NCCc2ccc(F)cc2)c1	-12%	-0.9%	1%	11%	0%	-1.2%	-7%	-5%	0.6%
Cc1nc([N+](=O)[O-])cn1CC(O)c1ccc(F)cc1 (centres undefined)	1%	/	-3%	2%	1%	0.5%	-4%	-4%	/
N#CCC(=O)Nc1ccc(C(=O)OCC(=O)N(C2CCCCC2)C2CCCCC2)cc1	3%	/	11%	-1%	1%	-0.9%	-2%	-3%	2.7%
Cc1ccc(OCC(=O)Nc2sc3c(c2C#N)CCC3)cc1C	6%	0.1%	-11%	4%	8%	-0.8%	-5%	3%	3.7%
Clc1ccc(-c2ccc(SCc3ccccn3)nn2)cc1	-6%	0.9%	14%	1%	5%	-0.9%	-3%	-10%	6.8%
Cc1oc2ccccc2c1CNC(=O)N(C)C	-4%	/	-5%	14%	9%	-0.1%	-14%	2%	1.0%
O=C(CSc1n[nH]c(-c2ccccn2)n1)Nc1ccccc1	-6%	/	-9%	12%	8%	?	-6%	-4%	2.5%
COc1ccc(CC(=O)NNC(=S)Nc2ccc(Br)cc2)cc1	-3%	-1.2%	12%	23%	6%	-0.3%	-7%	-8%	-1.9%	NS5 inhibitors pilot replicate=-11
CCCCN(Cc1ccco1)C(=O)C1CCCN(c2ncnc3c2nc2n3CCCCC2)C1 (centres undefined)	-6%	/	10%	5%	5%	0.4%	-3%	-13%	15%
Nc1nc(SCC(=O)c2ccc(Oc3ccccc3)cc2)n[nH]1	6%	/	5%	7%	8%	?	7%	-8%	3.2%
Cc1cc(C(=O)COc2ncnc3sccc23)c(C)n1C	-10%	1.9%	-13%	2%	6%	0.0%	2%	-6%	1.1%
CCCn1c(=O)c2c(nc3n2CCS3)n(C)c1=O	-12%	/	1%	24%	8%	-0.5%	-8%	-1%	3.1%
O=C(N/N=C/c1ccc2c(c1)OCO2)c1ccc2c(c1)OCO2	-3%	/	-5%	29%	10%	-0.4%	-3%	-5%	1.1%
N/C(=N\OC(=O)/C=C/c1ccccc1)c1ccccn1	0%	-2.6%	-2%	24%	1%	0.1%	-2%	-1%	4.7%
NC(=O)c1ccccc1NC(=O)c1ccccc1F	-1%	-0.1%	0%	10%	13%	0.0%	2%	3%	-0.2%
CC1(C)N=C(SCC(=O)Nc2ccc(Cl)cc2)C(c2ccccc2)=N1	-3%	-0.5%	1%	24%	8%	-0.5%	-6%	0%	1.0%
Cc1cccc(CNc2ccc(C(CC(N)=O)NC(=O)Cc3cccc4ccccc34)cc2[N+](=O)[O-])c1 (centres undefined)	-2%	/	-1%	4%	5%	-0.1%	-2%	-6%	4.2%
CN(C(=O)c1ccc(S(=O)(=O)N(C)C)cc1)c1ccc2ccccc2c1	18%	/	0%	9%	13%	-0.6%	-6%	0%	1.2%
CCN(CC(=O)NCc1ccc(Cl)cc1)C(=O)c1cccc(S(=O)(=O)Nc2ccc(OC)cc2)c1	/	/	-7%	6%	6%	/	/	-9%	-0.9%
O=C(CCSCCC(=O)Nc1c(F)c(F)c(F)c(F)c1F)Nc1c(F)c(F)c(F)c(F)c1F	3%	-0.7%	-11%	-3%	-1%	-0.7%	-7%	-1%	0.6%
SMILES	GPR35 antagonists	ER stress rescue	Salmonella PhoP GFP	Large T inhibition	MgcRacGAP inhibition	West Nile virus CPE	LYP inhibition	NS5 inhibitors	RSV CPE inhibition	others
COc1ccc(OC)c(/C=N/NC(=O)c2cc3c(OC)cc(OC)cc3[nH]2)c1	2%	/	6%	5%	2%	0.7%	0%	2%	3.8%
N#C/C(=C/c1ccc(O)cc1)C(=O)NCc1ccc(Cl)cc1	4%	/	1%	2%	3%	0.0%	0%	-3%	0.1%
CCOc1ccc(S(=O)(=O)N2CCCC(C(=O)N3CCC(C(N)=O)CC3)C2)cc1Cl (centres undefined)	16%	/	-1%	9%	0%	-0.2%	-2%	-5%	1.0%
Cc1ccc(OCC(=O)N2CCN(C(=O)c3cccc(F)c3)CC2)cc1	10%	-1.3%	-4%	10%	-12%	-0.4%	0%	2%	0.1%
COCC(=O)N1CCC(Oc2ccc(C(=O)NC3CCOC(C)(C)C3)cc2)CC1 (centres undefined)	-5%	/	4%	22%	7%	-0.1%	-4%	5%	0.6%
COC/C=C/C1=CC2=CC(=O)C(C)(OC(=O)CCC(=O)OC)C(=O)C2=CO1 (centres undefined)	13%	/	-7%	>100µM*	/	0.6%	2%	/	2.9%
CC1(C)C(=O)N(c2ccccc2)C(=O)c2ccccc21	/	/	/	-5%	-9%	/	/	-8%	-1.6%
CC1=CS/C(=C(/C#N)C(=O)NCc2ccco2)N1c1ccccc1	9%	0.4%	-6%	-4%	6%	-0.1%	-3%	-6%	1.5%
COc1cc(OC)c(OC)cc1/C=N/NC(=O)c1ccc(=O)n(C)c1	-2%	1.4%	12%	-9%	9%	-0.6%	-1%	5%	0.4%
Cc1cc(C)c(NC(=O)CSc2nc3ccc(N4C(=O)c5ccccc5C4=O)cc3s2)c(C)c1	22%	-1.0%	-10%	10%	7%	-0.3%	-10%	-4%	1.1%
CC(C)(C)c1ccc(OCC(O)CN(CCO)CC(O)Cn2ccc3ccccc32)cc1 (centres undefined)	-12%	0.2%	-1%	1%	9%	-0.9%	-4%	0%	-0.8%
COc1nc(N)nc(NC(=O)c2cccs2)c1N=O	/	/	/	29%	116µM*	/	/	18%	1.2%
O=C(Nc1ccc(NC(=O)C2CC2)cc1)c1ccco1	-10%	/	-4%	9%	0%	-0.3%	-7%	-1%	0.8%
CC1Oc2ccccc2N(CC(=O)Nc2ccccc2F)C1=O (centres undefined)	-4%	/	3%	2%	9%	-0.4%	-8%	2%	-0.6%
CCOC(=O)c1ccc(NC(=O)c2cccc3c2C(=O)N(CC2CCCO2)C3)cc1 (centres undefined)	0%	/	/	6%	6%	-0.1%	-3%	-1%	0.8%
COc1ccc(C2=CC(c3ccc(Cl)cc3)n3cnnc3N2)cc1OC (centres undefined)	-5%	-0.7%	-7%	3%	12%	-0.7%	-2%	?	0.3%
O=C(NC1CCN(S(=O)(=O)c2ccc(F)cc2)CC1)c1cccnc1	12%	/	16%	8%	6%	-0.1%	-8%	-7%	0.1%
O=C(NCc1ccccn1)c1ccco1	0%	-1.1%	-10%	3%	-23%	0.4%	-6%	8%	1.5%
NS(=O)(=O)c1ccc(CCNC(=O)c2ccc(S(=O)(=O)N3CCCCC3)cc2)cc1	-9%	0.1%	-7%	5%	5%	0.3%	-10%	4%	-0.4%
CC(C)CN(C)C(=O)CCc1nnc(Cc2cccc(C(F)(F)F)c2)o1	-2%	-0.3%	8%	50%	14%	-0.6%	-1%	-9%	0.9%
O=C(Cc1ccccc1Cl)NCc1cccnc1	-3%	/	-7%	5%	11%	-0.3%	-8%	1%	0.3%
CN(C)[C@@H](CO)c1nnc([C@H](Cc2ccc(O)cc2)NC(=O)C2CCNCC2)o1	-1%	1.9%	6%	8%	6%	1.5%	-5%	-6%	-0.3%
CC(C)N(C(=O)c1nn(C)c2c1CSc1ccccc1-2)C1CCCCC1	2%	/	2%	11%	8%	0.4%	-1%	-4%	/
O=C(Nc1ccccc1F)Nc1ccccc1OC(F)F	-9%	0.4%	-2%	7%	8%	-0.6%	-12%	-6%	4.3%
CN1CCN(c2nc(-c3ccccc3)c3cc(Cl)ccc3n2)CC1	-8%	-2.4%	-5%	2%	7%	-0.5%	-2%	-5%	12%
SMILES	GPR35 antagonists	ER stress rescue	Salmonella PhoP GFP	Large T inhibition	MgcRacGAP inhibition	West Nile virus CPE	LYP inhibition	NS5 inhibitors	RSV CPE inhibition	others
O=C(CSc1nnc(-c2ccc(Cl)cc2)n1Cc1ccco1)NCc1ccc2c(c1)OCO2	12%	-1.5%	-2%	12%	13%	0.0%	-3%	-2%	2.0%
O=S(=O)(NCC(c1ccccc1)N1CCC(O)CC1)c1ccc(Cl)cc1 (centres undefined)	-7%	/	-4%	8%	11%	0.0%	-7%	5%	-1.7%
O=C(Nc1ccc(Cl)c(-c2nc3ccccc3[nH]2)c1)c1ccc2c(c1)OCO2	-2%	3.0%	29%	3%	4%	0.5%	-12%	-5%	?
CC1CC(=O)C2=C(C1)Nc1ncnn1C2c1ccccc1 (centres undefined)	3%	-1.3%	-10%	0%	-4%	0.2%	-6%	-2%	0.9%	NS5 inhibitors pilot replicate=-5.5
COC(=O)c1cc(C(=O)Nc2ccc(Cl)cn2)cc([N+](=O)[O-])c1	2%	-1.7%	-7%	5%	4%	-0.3%	-6%	-1%	2.8%
CC(C)CNC(=S)NNC(=O)c1ccccc1OC(F)F	-15%	-1.6%	-2%	-1%	7%	0.3%	-9%	-5%	/
CC12CCC(=O)N1C(C(=O)Nc1ccc(SC(F)F)cc1)CS2 (centres undefined)	/	/	1%	10%	4%	/	/	-7%	-2.0%
Cc1cccc(N(C(=O)c2nsc(Cl)c2Cl)C(C(=O)NC2CCCC2)c2ccc(O)cc2)c1 (centres undefined)	7%	-2.5%	11%	10%	5%	-0.6%	6%	-5%	?
COc1ccc(S(=O)(=O)N(C)CC(=O)N2CCC(C(N)=O)CC2)cc1	14%	-0.8%	-1%	1%	11%	-0.6%	-8%	1%	-1.0%

2 compounds picked at random from the list so far:
SMILES	GPR35 antagonists	ER stress rescue	Salmonella PhoP GFP	Large T inhibition	MgcRacGAP inhibition	West Nile virus CPE	LYP inhibition	NS5 inhibitors	RSV CPE inhibition	others
O=C(CSc1nnc(-c2ccc(Cl)cc2)n1Cc1ccco1)NCc1ccc2c(c1)OCO2	12%	-1.5%	-2%	12%	13%	0.0%	-3%	-2%	2.0%
COc1ccc(S(=O)(=O)N(C)CC(=O)N2CCC(C(N)=O)CC2)cc1	14%	-0.8%	-1%	1%	11%	-0.6%	-8%	1%	-1.0%
